# PAFAH2 inh – inhibitors of human PAFAH2; Q99487; recombinant PAFAH2, FP-rhodamine activity probe, fluorescence polarization; inhibition, % at 3.39 µM; actives 0.99% (n = 340,000);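 active means inhibition above the mean over all tested compounds plus 3 SD, cut at about 30% in these data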;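 further: inhibitors block probe labeling of enzyme so polarization drops; 0% = enzyme with DMSO and 100% = wells lacking PAFAH2 protein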
# ZTA DNA inh – counter-screen for EBNA-1 inhibitors: inhibitors of Epstein-Barr virus ZTA. AID 2234. inhibition, % at 11 µM. ZTA-DNA binding, fluorescence polarization. actives 0.15% (n = 320,000). P03206; in the data active means inhibition above about 33%
# Target sequence (P03206 whole entry, looked up): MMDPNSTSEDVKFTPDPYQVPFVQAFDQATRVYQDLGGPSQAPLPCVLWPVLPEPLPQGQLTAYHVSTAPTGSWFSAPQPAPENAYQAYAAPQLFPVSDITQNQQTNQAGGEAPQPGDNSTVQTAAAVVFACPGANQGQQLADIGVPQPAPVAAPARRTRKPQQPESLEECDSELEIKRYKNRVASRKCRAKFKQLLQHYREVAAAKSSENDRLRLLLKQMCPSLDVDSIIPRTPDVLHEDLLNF
# pPAFAH inh – inhibitors of human plasma PAF acetylhydrolase (pPAFAH); recombinant pPAFAH, FP-rhodamine probe fluorescence polarization; Q13093; actives 1.5% (n = 330,000); inhibition, % at 3.39 µM;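 active means inhibition above the mean inhibition across the screen plus 3 SD, cut at about 25% in these data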;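 further: inhibitors block binding of the rhodamine activity-based probe so polarization drops; 0% = enzyme with DMSO and 100% = wells lacking pPAFAH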
# LYPLA1 counter – LYPLA1 (human) inhibition in PME1 counter-screen; recombinant LYPLA1, FP-Rh probe fluorescence polarization; inhibition, % at 5.9 µM; actives 0.16% (n = 320,000); AID 2174;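 active means inhibition above the mean of all tested compounds plus 3 SD, set per campaign, cut at about 14% in these data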;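 further: inhibitors block serine hydrolase probe labeling of LYPLA1 so polarization falls; 0% = enzyme with DMSO and 100% = wells lacking LYPLA1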
# EBNA-1 inhibitor – blocks EBNA-1 binding to DNA; EBNA-1 DNA binding, fluorescence polarization; inhibition, % at 14.8 µM; actives 0.34% (n = 300,000); AID 1950; in the data active means inhibition above about 28%
# PAFAH1B3 inh – PAFAH1B3 (human) inhibition; AID 492972; inhibition, % at 3.39 µM; recombinant PAFAH1B3, FP-rhodamine probe, fluorescence polarization; actives 0.28% (n = 340,000); Q15102;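 active means inhibition above the screen-wide average of all tested compounds plus 3 SD, cut at about 25% in these data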;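 further: 0% = enzyme with DMSO only and 100% = wells lacking PAFAH1B3 protein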
# PAFAH1B2 inh – PAFAH1B2 (human) inhibition; P68402; recombinant PAFAH1B2, FP-rhodamine activity probe, fluorescence polarization; inhibition, % at 3.39 µM; actives 1.2% (n = 340,000); AID 492953;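 active means inhibition above the mean of all tested compounds plus 3 SD, cut at about 24% in these data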;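 further: 0% = enzyme with DMSO and 100% = wells lacking PAFAH1B2; many of its hits are not listed in these tables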
# LYPLA2 inh – counter-screen for PME1 inhibitors: inhibitors of human LYPLA2. AID 2177. actives 0.38% (n = 320,000). O95372. inhibition, % at 5.9 µM. recombinant LYPLA2, FP-Rh probe fluorescence polarization;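 active means inhibition above the screen-wide mean plus 3 SD, limit set per campaign, cut at about 26% in these data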;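 further: 0% = LYPLA2 with DMSO and 100% = wells lacking LYPLA2 enzyme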
# PREPL inhibitor – human PREPL enzyme inhibition. inhibition, % at 5.96 µM. actives 0.68% (n = 320,000). Q4J6C6. recombinant PREPL, fluorescence polarization activity-based probe; in the data active means inhibition above about 43%;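 further: 0% = enzyme with DMSO and 100% = wells lacking enzyme; many of its hits are not listed in these tables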
# Target sequence (Q4J6C6 whole entry, looked up): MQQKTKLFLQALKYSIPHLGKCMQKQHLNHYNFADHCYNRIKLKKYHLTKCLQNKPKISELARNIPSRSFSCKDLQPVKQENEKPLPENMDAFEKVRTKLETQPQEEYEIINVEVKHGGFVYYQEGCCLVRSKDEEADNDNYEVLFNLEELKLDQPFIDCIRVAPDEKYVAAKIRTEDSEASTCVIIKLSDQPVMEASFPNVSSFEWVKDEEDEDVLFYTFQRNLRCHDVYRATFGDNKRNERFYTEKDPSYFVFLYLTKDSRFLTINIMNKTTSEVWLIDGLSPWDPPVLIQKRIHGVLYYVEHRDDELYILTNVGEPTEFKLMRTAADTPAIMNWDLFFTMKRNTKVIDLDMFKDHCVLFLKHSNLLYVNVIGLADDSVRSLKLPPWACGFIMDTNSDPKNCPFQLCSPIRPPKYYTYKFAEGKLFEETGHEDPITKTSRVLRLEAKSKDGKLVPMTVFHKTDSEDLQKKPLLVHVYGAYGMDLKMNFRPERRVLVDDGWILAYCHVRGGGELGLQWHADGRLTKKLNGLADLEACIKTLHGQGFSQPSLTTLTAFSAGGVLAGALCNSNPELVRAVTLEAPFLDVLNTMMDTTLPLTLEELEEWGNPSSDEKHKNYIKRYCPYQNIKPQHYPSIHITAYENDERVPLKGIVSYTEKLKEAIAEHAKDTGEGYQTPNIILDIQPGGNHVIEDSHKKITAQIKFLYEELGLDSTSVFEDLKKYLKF
# * marks the source's active call; other numbers are inactive results; · = no result given. Not all compounds are listed; count on the stated rates, not on these rows.
Structure	PAFAH1B2 inh	PREPL inhibitor	pPAFAH inh	ZTA DNA inh	PAFAH1B3 inh	LYPLA2 inh	EBNA-1 inhibitor	LYPLA1 counter	PAFAH2 inh
CSc1nc(-c2ccco2)nn1S(=O)(=O)c1ccccc1	·	1.8	-0.5	-9.1	·	5.6	-16.3	-0.8	·
O=C(Nc1cccc2ncccc12)C(Cl)(Cl)Cl	7.4	17.5	-1.4	-15.0	8.8	6.0	7.9	-0.1	3.8
CNC(=S)N/N=C/c1cc(C)ccc1C	-2.1	8.0	-1.5	-3.1	-1.9	1.1	3.0	-2.2	-3.3
O=C(CCN1C(=O)[C@@H]2Cc3ccccc3CN2C1=O)NCCc1ccccc1	0.7	-20.6	1.6	-18.1	7.5	5.2	-6.4	2.5	2.7
COc1cc(NC(=O)CSc2nnc3c(C)cc4cc(C)cc(C)c4n23)c(C(=O)O)cc1OC	4.9	3.1	4.6	-19.0	2.9	6.8	-7.0	3.2	2.9
CCOc1cc(CNCCO)ccc1OCC(=O)NC(C)(C)C	·	11.2	-2.0	-6.5	·	1.3	-5.0	2.1	·
O=C1CCCN1c1ncc(S(=O)(=O)c2ccc([N+](=O)[O-])cc2)s1	12.8	-5.8	1.7	4.7	0.4	3.8	0.5	-3.3	-2.9
CCc1ccccc1NC(=O)CCS(=O)(=O)c1ccc(C)cc1	8.6	5.6	3.0	6.5	9.3	-2.5	11.3	-5.1	-1.7
O=C1C2C(c3ccccc3)=NN(c3ccccc3)C2C(=O)N1c1ccccc1 (stereo not given)	5.1	8.9	0.7	1.7	6.5	-2.3	4.5	-4.5	-4.7
CCOc1ccc(-c2noc(CCC(=O)O)n2)cc1	0.3	4.0	0.1	-12.0	2.1	-1.3	-2.2	5.1	5.6
O=C1CC(c2ccccc2)n2nc(N3C(=O)CCC3=O)nc2N1 (stereo not given)	4.2	-5.5	-5.0	-6.3	-6.8	2.8	-2.1	0.1	-0.8
O=C1[C@H]2[C@@H](c3ccc(Cl)cc3)N3C(=O)N(c4cccc(Cl)c4)C(=O)[C@@]3(Cc3ccccc3)[C@H]2C(=O)N1C1CCCCC1	-9.8	-3.8	-3.3	6.4	-6.3	-7.3	-7.5	-5.6	-9.9
O=C(CSc1ncnc2c1oc1ccccc12)N1CCCc2ccccc21	8.0	-3.0	-5.9	-3.8	-0.8	-2.4	-4.6	-5.2	-5.6
COc1ccccc1OC(C)C(=O)Nc1ccc2c(c1)n(C)c(=O)n2C (stereo not given)	-0.8	3.7	0.4	4.7	0.3	-0.4	5.7	-1.7	5.5
Cn1cccc1Cc1nnc(SCC(=O)NCc2ccco2)n1-c1ccc(F)cc1	4.1	6.9	15.0	4.8	1.7	-6.9	-6.8	0.2	6.3
CC1(C(=O)NC2CCCCCCC2)CCC(=O)N1Cc1cccnc1 (stereo not given)	6.6	17.1	2.0	-12.4	1.2	4.3	8.6	0.5	-1.3
Cc1c(Cl)cccc1NC(=O)CSc1nc2ncc(Cl)cc2[nH]1	2.1	-41.8	4.7	8.4	-0.2	-2.7	3.6	-4.8	0.5
CCOc1ccc(OCCC(=O)OCC(=O)N2CCN(c3ccc(OC)cc3)CC2)cc1	-0.8	2.6	0.9	-9.4	1.8	0.8	4.3	4.5	-0.8
C[C@@]12C(=O)Nc3ccccc3C(=O)N1[C@H]1c3cc(Cl)ccc3OC[C@@H]1[C@@H]2c1ccccc1	-10.8	14.8	-8.0	·	-12.8	·	·	·	-43.2
CC(C)[C@H]1CC[C@@H](C)C(C(=O)c2ccccc2)C1=O (stereo not given in full)	6.5	11.6	-2.9	-3.2	-0.1	-2.5	-10.7	0.9	0.7
COC(=O)c1c(NC(=O)COC(=O)c2ccccn2)sc(C)c1C	3.3	-3.6	1.4	-9.5	-2.0	-0.3	2.2	-2.5	3.4
COc1ccc(C/C(C)=N/NC(=O)c2cc(C)oc2C)cc1	-10.1	10.7	1.0	-3.8	0.1	-2.6	-6.3	-3.2	-0.1
COc1ccc(CN(CC(=O)NCC2CCCO2)C(=O)CNS(=O)(=O)c2ccc(C)cc2)cc1 (stereo not given)	6.5	16.4	1.3	9.0	-5.1	-9.7	0.6	-0.9	2.9
Cc1ccc(O)c(NC(=O)c2onc(C)c2Cl)c1	0.9	1.6	-9.2	-9.3	1.0	-5.1	3.9	-1.4	4.7
CC(C)CCn1nnnc1CN1CCN(c2ccccc2)CC1	8.4	-1.1	0.4	10.5	4.5	-3.5	-0.3	-3.9	-2.6
Cc1nn(Cc2ccccc2Cl)c(C)c1NC(=O)c1noc2c1CCCCC2	-1.4	10.8	0.1	2.6	0.9	11.1	-9.4	1.2	-4.5
C=CCn1c(COc2ccccc2F)nnc1SCC(=O)Nc1cc(C)on1	0.6	0.0	1.1	14.3	-4.7	0.1	22.8	-0.3	6.3
Cn1cnnc1SCc1cccc(Br)c1	3.8	3.8	1.4	-18.9	8.8	0.5	-4.9	1.2	-14.0
CCOC(=O)c1ccc(/C=C2\c3ccccc3C(=O)N2c2ccccc2)cc1F	-1.0	0.1	3.1	·	-10.4	·	·	·	-0.9
Cc1nn(CC(=O)N2CCN(c3ccccc3)CC2)c(=O)c2ccccc12	2.6	8.0	3.4	0.8	7.5	8.3	-7.5	0.2	2.9

# Additional structures follow:
Structure	PAFAH1B2 inh	PREPL inhibitor	pPAFAH inh	ZTA DNA inh	PAFAH1B3 inh	LYPLA2 inh	EBNA-1 inhibitor	LYPLA1 counter	PAFAH2 inh
COc1cccc2c1c(NC(=O)c1cc(C)on1)nn2C	0.7	1.1	4.5	9.7	-2.0	0.4	4.2	1.1	-2.0
Cc1noc(C)c1-c1ccc2ncnc(NCC3CCCCN3C)c2c1 (stereo not given)	-4.9	14.6	0.2	-12.8	12.6	-0.4	·	-0.8	4.7
O=C(COc1ccc(Cl)cc1Cl)Nc1ccc(CN2CCCCC2)cc1	1.7	9.4	-0.3	-7.5	5.2	3.0	-4.5	-0.5	2.8
Cc1cc(C(=O)OCC(=O)NCc2ccc(Cl)cc2Cl)c(C)o1	6.9	1.2	3.3	2.4	9.9	4.7	·	-1.5	36.9*
O=C(O)C(CCCCN1C(=O)c2ccccc2C1=O)N1C(=O)c2ccccc2C1=O (stereo not given)	5.4	13.3	-1.6	-10.5	9.2	2.8	0.5	1.3	3.6
CCCC(=O)N1CCN(c2nc3ccc(Br)cc3s2)CC1	5.8	17.8	6.7	13.1	5.6	4.2	-0.1	1.5	3.1
O=C(CCn1ccc2ccccc21)Nc1ccc(N2CCOCC2)cc1	0.5	44.6*	4.7	-7.0	4.5	-1.3	-0.4	-0.2	-0.7
Cc1ccc2ncccc2c1[N+](=O)[O-]	-0.8	2.8	9.7	0.0	1.7	2.0	0.1	1.9	-2.0
COCCCN(Cc1cccs1)S(=O)(=O)c1c[nH]c(C(=O)OC)c1	2.9	-6.1	3.6	1.1	11.1	0.9	-2.5	-0.1	-5.1
Fc1ccc(-c2n[nH]c(=S)n2Cc2ccccc2)cc1	28.2*	-5.6	2.0	-7.5	7.6	-2.7	-3.3	-3.0	-5.0
COc1ccc(-c2csc3ncnc(N4CCN(S(=O)(=O)c5cccc(Br)c5)CC4)c23)cc1	-0.6	-15.8	4.2	-5.6	-3.0	0.9	-17.4	-3.8	-7.7
O=C(Nc1cccc([N+](=O)[O-])c1)Nc1ccc2c(c1)OCCO2	8.9	9.9	4.2	2.6	18.0	8.4	9.0	-5.9	1.3
Cc1nc(N2CCOCC2)[nH]c(=O)c1[N+](=O)[O-]	-1.6	9.9	0.3	2.9	0.9	-1.9	7.4	0.6	-2.0
O=C1CCCC2=C1C(c1cccs1)Nc1ccccc1N2 (stereo not given)	1.9	10.3	3.9	-1.9	12.9	1.8	1.7	1.8	6.6
O=C1OC(c2ccc(F)cc2)=N/C1=C\C=C/c1ccccc1	-1.7	-6.8	6.7	-2.1	-5.2	2.3	-7.1	-2.0	-3.1
Cc1ccc(C)c(S(=O)(=O)Nc2ccc(O)cc2)c1	3.0	-3.1	2.2	15.9	11.2	1.5	3.5	-1.5	4.3
N#C/C(=C\c1ccccc1[N+](=O)[O-])C(=O)Nc1ccc(S(N)(=O)=O)cc1	1.7	-8.7	-5.2	2.1	6.2	1.6	-9.2	2.5	-0.1
O=C(CN1CCC(O)(c2cccc(C(F)(F)F)c2)CC1)NCCc1ccccc1	1.4	-5.1	3.5	-1.7	3.9	11.8	-1.1	2.7	4.7
COc1ccc(OC2CCN(S(=O)(=O)c3ccccc3)CC2)cc1	3.4	4.7	4.7	-5.9	4.2	3.1	-13.3	0.6	-8.5
CCCn1c2ccccc2c2nnc(SC(CC)C(=O)Nc3sc4c(c3C#N)CCCC4)nc21 (stereo not given)	1.0	-2.9	-2.8	2.2	1.5	-5.9	-10.7	-6.4	-1.3
Fc1ccc(/C=N/N2CCOCC2)c(F)c1	0.2	7.8	-0.4	-12.0	5.1	5.0	1.9	1.2	-11.5
CCCCNC(=S)N/N=C/C1=CCC2CC1C2(C)C (stereo not given)	1.9	0.8	4.3	5.2	8.4	-5.8	14.7	-5.3	4.5
CC(=O)c1c(C)[nH]c(C(=O)Nc2ccc(Cl)c(S(=O)(=O)N(C)C)c2)c1C	5.4	9.5	-3.4	3.2	10.8	-9.5	-9.6	-22.9	-9.7
Cc1nn(C(C)C(=O)Nc2sc3c(c2C#N)CCCC3)c(C)c1[N+](=O)[O-] (stereo not given)	0.4	7.8	6.4	0.6	-1.9	-6.1	-0.8	-2.7	4.0
CCC(=O)N1c2ccc(S(=O)(=O)N3CCN(c4ccc([N+](=O)[O-])cc4)CC3)cc2CC1C (stereo not given)	3.6	-60.7	3.9	-6.7	4.5	-5.8	-11.8	-1.4	1.0
CCOC(=O)c1cnc2c(ccc3ccccc32)c1Cl	4.2	-0.1	1.0	3.7	3.8	-2.1	3.4	-1.1	0.9
COC(=O)C(NC(=O)c1ccco1)(Nc1nc(C2CC2)cs1)C(F)(F)F (stereo not given)	5.1	5.2	2.8	-1.8	2.1	0.7	-17.3	-0.1	-6.8
COc1ccc(N2C(=S)NC3N2C(=S)NC3(C)c2ccccc2)cc1 (stereo not given)	1.5	-2.1	-2.5	-19.4	9.9	1.9	0.0	0.9	1.8
Cc1csc(NC(=O)c2ccc(C)c(S(=O)(=O)N3CCCCC3)c2)n1	0.0	10.3	1.8	-8.8	7.1	-0.7	2.3	-0.8	15.8
O=C(NCC1CC1)Nc1ccc(Cl)cc1	3.0	10.5	1.2	-9.2	2.5	-4.2	2.6	-3.5	-0.3
Cc1ccc(NC(=O)Cn2nnc(C(=O)NCc3cccs3)c2N)cc1	5.1	-0.8	4.2	4.9	10.8	1.4	6.4	-1.1	-8.1
Cc1ccc(-c2nn(C)c(=O)c3ccccc23)cc1CO	6.4	-7.7	5.2	-6.6	6.2	3.4	-11.5	3.9	3.9
CN1OC(Cn2cc(C#N)c(=O)n(C)c2=O)CC1c1ccccc1 (stereo not given)	9.3	1.7	1.1	15.9	-2.1	16.4	-2.8	-0.7	1.3

# Arranged by the number under PAFAH1B2 inh (descending): 3 of the compounds above.
Compound	PAFAH1B2 inh	PREPL inhibitor	pPAFAH inh	PAFAH1B3 inh	EBNA-1 inhibitor	PAFAH2 inh
O=C(CSc1ncnc2c1oc1ccccc12)N1CCCc2ccccc21	8.0	-3.0	-5.9	-0.8	-4.6	-5.6
COc1cc(NC(=O)CSc2nnc3c(C)cc4cc(C)cc(C)c4n23)c(C(=O)O)cc1OC	4.9	3.1	4.6	2.9	-7.0	2.9
O=C(NCC1CC1)Nc1ccc(Cl)cc1	3.0	10.5	1.2	2.5	2.6	-0.3

# Screens as filed in PubChem.
